# CHRM4 antagonist: antagonists of human muscarinic M4 receptor (CHRM4); P08173; inhibition, % at 3 µM; AID 624125; CHO-hM4 cells, ACh EC80, Fluo-8 calcium fluorescence; actives 0.73% (n = 360,000);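 active = inhibition above its plate's cutoff, the mean inhibition of sample wells plus 3 SD, cut at about 27% in these data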;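 also: 0% = acetylcholine EC80 with DMSO and 100% = DMSO without agonist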
# Target sequence (P08173 whole entry, looked up): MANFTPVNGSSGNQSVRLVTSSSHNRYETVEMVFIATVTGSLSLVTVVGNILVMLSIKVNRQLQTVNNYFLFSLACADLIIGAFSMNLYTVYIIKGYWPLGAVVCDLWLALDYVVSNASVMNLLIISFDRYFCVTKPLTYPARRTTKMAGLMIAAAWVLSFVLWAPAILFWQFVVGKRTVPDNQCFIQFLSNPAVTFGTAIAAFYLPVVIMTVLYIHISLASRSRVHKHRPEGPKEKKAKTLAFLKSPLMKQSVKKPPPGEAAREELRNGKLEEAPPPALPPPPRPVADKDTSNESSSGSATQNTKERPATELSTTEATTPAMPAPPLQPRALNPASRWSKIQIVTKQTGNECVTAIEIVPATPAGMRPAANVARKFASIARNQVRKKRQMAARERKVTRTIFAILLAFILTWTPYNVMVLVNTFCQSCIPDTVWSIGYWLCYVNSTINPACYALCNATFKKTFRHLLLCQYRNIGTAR
# M5 PAM: CHRM5 positive allosteric modulation. AID 624038. CHO-K1 hM5, Fluo-8 calcium, ACh EC20 PAM; 0% = ACh EC20, 100% = ACh EC100. actives 0.3% (n = 360,000). activation, % at 3 µM;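 active = activation above the run cutoff, the mean activation of all test compounds plus 3 SD, cut at about 18% in these data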
# Target sequence (P08912 whole entry, looked up): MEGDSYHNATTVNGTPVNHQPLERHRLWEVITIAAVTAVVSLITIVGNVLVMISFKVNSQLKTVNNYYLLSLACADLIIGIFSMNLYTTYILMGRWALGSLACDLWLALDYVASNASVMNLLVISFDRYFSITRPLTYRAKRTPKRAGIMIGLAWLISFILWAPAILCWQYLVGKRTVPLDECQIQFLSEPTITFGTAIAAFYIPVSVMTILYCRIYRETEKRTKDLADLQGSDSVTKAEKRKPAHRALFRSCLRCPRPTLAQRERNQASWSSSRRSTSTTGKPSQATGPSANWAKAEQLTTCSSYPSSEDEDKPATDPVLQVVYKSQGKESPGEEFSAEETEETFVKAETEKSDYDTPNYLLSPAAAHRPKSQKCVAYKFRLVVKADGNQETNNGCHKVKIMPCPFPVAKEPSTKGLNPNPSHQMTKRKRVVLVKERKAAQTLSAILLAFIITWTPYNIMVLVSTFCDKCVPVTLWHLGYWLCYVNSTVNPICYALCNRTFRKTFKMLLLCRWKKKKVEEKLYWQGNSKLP
#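 Assay system – human M5 receptor in CHO-K1 cells · Read-out – % activation, ACh-normalized · Technique – Fluo-8 calcium fluorescence · Dosing – single-point, 3 µM nominal · Incubation – Fluo-8 loading 80 min at 37 °C plus 30 min room temperature · Repeats – singlicate, one well per test compound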
# M1 PAM: human CHRM1 positive allosteric modulation | actives 0.088% (n = 360,000) | P11229 | CHO-K1 hM1, Fluo-8 calcium fluorescence, ACh EC20; 0% = ACh EC20, 100% = maximal ACh | activation, % at 3 µM | AID 588819; in the data active = activation above about 19%, passing the limit was not always enough
# CRFBP-R2 agonist: CRF-BP/CRF-R2 complex agonism; HEK293 CRF-R2/CRF-BP, calcium dye fluorescence (FLIPR); percent of saturating CRF peptide response; activation, % at 13.2 µM; actives 0.46% (n = 350,000);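 active = activation of at least 50%, plus an integration ratio under a set limit after plate pattern correction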;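 also: plate controls were neutral control wells without compound for no effect and CRF at EC100 for full effect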
# CHRM5 agonist: agonists of human muscarinic M5 receptor (CHRM5); activation, % at 3 µM; CHO-K1 hM5 cells, Fluo-8 calcium fluorescence; 0% DMSO wells, 100% maximal acetylcholine response; actives 0.19% (n = 360,000); AID 624037;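 active = activation above the run's mean over test compounds plus 3 SD, cut at about 23% in these data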;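 also: signal is peak over basal fluorescence ratio across the kinetic read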
# M5 antag: antagonists of human muscarinic M5 receptor (CHRM5) | CHO-hM5 cells, Fluo-8 calcium fluorescence, ACh EC80 | P08912 | inhibition, % at 3 µM | actives 0.59% (n = 360,000);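 active = inhibition above a per-plate cutoff, the mean of that plate's test compounds plus 3 SD, cut at about 27% in these data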;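 also: 0% = acetylcholine EC80 with DMSO and 100% = DMSO without agonist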
# M4 PAM: CHRM4 positive allosteric modulation. P08173. CHO-K1 hM4/Gqi5, Fluo-8 calcium fluorescence, ACh EC20; 0% = ACh EC20, 100% = maximal ACh. activation, % at 3 µM. actives 0.4% (n = 360,000). AID 624126;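 active = activation above its plate's cutoff, the mean activation of sample wells plus 3 SD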; also: some results filed as inactive read as strong as hits
# CRFR2-BP antag: CRF-BP/CRF-R2 complex antagonism; AID 588475; actives 0.59% (n = 350,000); HEK293 CRF-R2/CRF-BP, CRF-induced calcium fluorescence; inhibition, % at 11.8 µM;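 active = inhibition of the ligand-induced calcium signal above about 50% at the single tested concentration, limit read from the data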
# M4 ag: agonists of human muscarinic M4 receptor (CHRM4); P08173; CHO-K1 hM4/Gqi5, Fluo-8 calcium fluorescence; vehicle 0%, full acetylcholine response 100%; activation, % at 3 µM; actives 0.14% (n = 360,000); AID 624127;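 active = activation above the run mean over all test wells plus 3 SD, cut at about 32% in these data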;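 also: peak over basal fluorescence ratio per well then scaled between controls; 0% = DMSO wells and 100% = acetylcholine at EC100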
# * marks the source's active call; other numbers are inactive results; x = not tested or not shown. Some of the compounds tested; count on the stated rates, not on these rows.
# Screens in order – M5 PAM, CRFBP-R2 agonist, CHRM4 antagonist, CHRM5 agonist, M4 ag, M1 PAM, M5 antag, M4 PAM, CRFR2-BP antag
O=C1C2CCCN2C(c2cccnc2)N1c1ccc(Cl)c(Cl)c1 (stereo not given)
    5, -2.4, -4, 1, 2, 12, 3, 6, -12
CN1C(=O)CC(c2ccccc2)Nc2ccccc21 (stereo not given)
    2, -1.8, -2, -3, 1, -6, 9, -13, 5
COc1ccccc1C1C([N+](=O)[O-])=C(N)Oc2c1c(=O)oc1ccccc21 (stereo not given)
    8, -0.8, -5, -1, 1, 7, 1, 6, -4
CC1(C)CCCN1CCC(C(N)=O)(c1ccccc1)c1ccccc1
    -36, -1.2, 98*, -11, 0, -29, 99*, -10, 1
COc1ccc(-n2c(Cc3cccc([N+](=O)[O-])c3)nc3ccccc3c2=O)cc1
    -2, -4.3, 1, -1, 1, 6, 2, 12, 16
CC(C)C[C@@H]1COc2cccc(N3CCN(C)CC3)c2S(=O)(=O)N1
    -22, x, 71*, -7, 0, x, 99*, -15, x
c1ccc2c(CN3CCCCCCC3)c[nH]c2c1
    -4, -0.6, 32*, -4, 0, -11, 6, -22, 7
C[C@]12CCC(=O)CC1CCC1C2CC[C@]2(C)C(OC(=O)CCC(=O)O)CCC12 (stereo not given in full)
    -3, 1.1, 6, -2, 0, 3, 3, -6, 13
COc1ccc(CCn2c(O)c(C=Nc3ccc(NC(C)=O)cc3)c(=O)[nH]c2=O)cc1OC
    -2, 1.4, -8, -4, 1, 4, 11, 0, 22
Cc1ccc2nsnc2c1-n1c(C)nc2ccccc2c1=O
    10, -1.9, 14, 3, 1, 12, -7, 30*, 15
C=CCn1c(O)c(C(CC)=Nc2ccc3c(c2)CCC3)c(=O)[nH]c1=O
    -8, 1.1, -5, -5, 2, 6, 8, -4, -30
COC(=O)[C@H]1C[C@@H]1[C@H](NP(=O)(c1ccccc1)c1ccccc1)c1ccccc1
    -3, -2.7, -9, 3, 3, 11, 5, -3, -3
O=C(O)CC[N+](=O)[O-]
    2, -2.1, -4, 1, 0, 4, -12, 2, 19
Cc1cc(O)c2c(c1)C(=O)C13C(=C2O)C(=O)[C@H]2[C@@H](O)[C@@H]1[C@H]1[C@H](O)[C@@H]3C(=O)C3=C(O)c4c(O)cc(C)cc4C(=O)C312 (stereo not given in full)
    3, -1.6, -2, 2, 0, 9, 3, 7, -3
CON(C)C(=O)Nc1ccc(Cl)cc1
    5, 0.2, 2, 0, 2, 3, -3, 16, 10
CCn1c(O)c(C=NCCc2c[nH]c3ccccc23)c(=O)[nH]c1=O
    -4, -1.0, 4, 3, 6, -4, -4, 0, 16
Cc1ccc2c(c1)CC1(CN2C)C(=O)NC(=O)N(CCC2=CCCCC2)C1=O (stereo not given)
    1, 0.6, -13, -4, 2, -6, 1, 3, -16
CC(=O)c1cn(CCCOc2ccccc2)c2ccccc12
    -15, -0.9, 6, 1, 8, -9, 12, -12, 5
O=C(O)C1CSC(c2cccnc2)N1 (stereo not given)
    -2, -1.7, -19, -2, 1, 10, -2, 10, 41
CCN(CC)c1ccccc1
    1, 2.1, -6, 2, 1, 3, -2, 10, 18
NC(N)=Nc1ccc2[nH]c3c(c2c1)C[C@@]1(O)[C@H]2Cc4ccc(O)c5c4[C@@]1(CCN2CC1CC1)C3O5 (stereo not given in full)
    0, 0.6, -16, 3, 1, -28, -5, 6, 5
Cc1ccccc1Cc1c(C)nc2nc(SCC(=O)N3CCC4(CC3)OCCO4)nn2c1C
    -3, -1.6, -7, -3, 3, 4, -4, 2, 4
COC(=O)C1=C(c2cccc(OC)c2OC)C[C@@H]2CC[C@H]1N2C(=O)NC1CC1
    1, -2.2, 8, 1, 2, 2, 6, -1, 5
CC(O)(CS(=O)(=O)c1ccccc1)C(=O)Nc1cccc(C(F)(F)F)c1 (stereo not given)
    0, 0.5, 3, -2, 1, 6, 0, -3, 7
CC(C)OP(=O)(O)NC(=O)c1ccccc1
    -6, 1.1, -4, 0, 1, 8, -11, 5, -7
O=S(=O)(c1ccc(Cl)cc1)N1Cc2cc(Br)ccc2-n2nncc2C1
    -7, x, -3, 1, 4, 1, -2, -12, x
Cc1nc2ccc(Br)cc2c(=O)n1-c1ccc([N+](=O)[O-])c(C(F)(F)F)c1
    -27, 30, 20, 11, 12, -13, 32*, -12, -23
O=C(O)C1C2CCC(O2)C1C(=O)NC1CCCCC1 (stereo not given)
    0, 0.4, 7, 1, 1, 15, -9, -2, 21
Cn1c(O)c(C=Nc2ccc(Cl)cc2)c(=O)n(C)c1=O
    3, 0.1, 3, -6, 2, -1, -4, 2, 4
CCC(=NC1CC1)c1c(O)n(-c2ccc(OC)cc2)c(=O)[nH]c1=O
    3, 0.2, 13, 0, -1, 10, -4, -3, 6
CCOP(=O)(OCC)C(NC(C)=O)C(Cl)(Cl)Cl (stereo not given)
    -1, 0.3, -10, -8, 0, 6, -2, 8, 2
Cc1ccc(Cn2cc(C=O)c3ccccc32)cc1
    -9, 0.4, 8, -4, 4, -6, 7, -6, -11
COC(=O)C1=C(c2ccc(F)cc2OCc2ccccc2)C[C@@H]2CC[C@H]1N2C(=O)NCc1ccc(OC)cc1
    -23, 0.5, 9, -5, 12, -10, 11, -10, 6
c1ccc(NC2=NCCCS2)cc1
    -5, 2.4, 9, -6, 1, -2, 14, -2, -8
COc1ccc(N2C(=O)NC(=O)/C(=C\c3ccc([N+](=O)[O-])s3)C2=O)cc1
    2, -1.6, 2, 8, 1, 7, 2, 1, 3
CC(=CCOc1ccc2ccc(=O)oc2c1)C1=CC(=O)C(C)(C)O1
    2, -3.5, -6, 1, 2, 6, 1, 4, 43
N#CC(C#N)=Cc1ccc(N2CCOCC2)cc1
    1, 4.4, 2, 3, 2, 1, 12, 19, 3
COC(=O)C1=C(c2ccc3ccccc3c2)C[C@@H]2CC[C@H]1N2C(=O)N1CCCC1
    -1, -1.5, -2, 0, 3, -1, -2, 8, -2
CCCCn1c(O)c(C=NCc2ccc3c(c2)OCO3)c(=O)[nH]c1=O
    6, -0.7, -5, 10, 6, 6, -2, -9, 1
O=c1[nH]c(=O)n(Cc2ccco2)c(O)c1C=NC1CC1
    -2, 2.4, 14, 1, 0, 6, -4, -1, 1
COc1ccc(C(=O)NC(=S)N2C[C@H]3C[C@H](C2)c2cccc(=O)n2C3)cc1
    -1, -1.9, -5, 3, -1, 3, -1, 4, -12
CNC(=O)O/N=C(\C)Cc1nnn(-c2cc(C)on2)n1
    8, 4.3, 0, 3, 2, 2, -3, 5, -6
O=[N+]([O-])c1cc(Cl)c(Cl)cc1Cl
    2, -1.0, -6, 3, 3, -14, -3, -3, 12
CN(C)C1(c2nnnn2-c2ccc(Cl)cc2)CCCCC1
    0, -0.9, 0, -3, -2, 1, -1, -2, 0
CC(C(=O)Nc1ccc(Cl)cc1Cl)N1CC=C(c2ccccc2)CC1 (stereo not given)
    1, 3.5, 6, -8, -1, -17, 0, -8, -51
O=P1(Nc2ccc(F)cc2)COc2ccccc2OC1
    2, -1.0, -5, 2, 1, -1, 3, 1, 20
Cc1noc(C)c1COc1ccc(C(=O)NCC2(N(C)C)CCCCC2)cc1
    2, 0.0, 1, -2, -1, -2, 6, 4, 9
Cc1cc(=O)n(-c2ccccc2)n1-c1ccccc1
    -4, 0.2, -6, -3, 0, 5, 3, 15, -12
CCOc1ccccc1OCC(=O)Nc1ccc(Cl)cc1C(=O)c1ccccc1
    -9, 9.3, -28, -8, -1, -15, 4, -5, -6
Cc1cccc(C)c1-n1nnnc1C(c1cccc2ccccc12)N1CCC(n2c(=O)[nH]c3ccccc32)CC1 (stereo not given)
    3, x, -2, 4, 2, 1, -3, -1, x
CCOC(=O)C1=C(NC(=S)NC(=O)c2ccccc2)c2ccccc2CC12CCCC2
    -12, -1.5, 14, 2, 7, -9, 6, -10, -57
COC(=O)C1=Nc2ccccc2/C1=C\c1c(O)n(C)c(=O)n(C)c1=O
    1, 2.5, 4, -1, 1, 13, -5, -4, -22
CC12C=CC(=O)C=C1CCC1C2C(O)CC2(C)C1CCC2(C)O (stereo not given)
    -4, -0.9, -8, 4, 1, 1, 13, 3, -1
CCOC(=O)C(O)(c1ccc(N=Cc2ccccc2O)c(C)c1)C(F)(F)F (stereo not given)
    1, 0.3, -4, -2, 1, 8, 4, 6, -12
O=c1c2ccccc2nc(CSc2ncnc3nc[nH]c23)n1-c1ccccc1
    -7, 0.0, -2, 2, 0, 4, 6, -3, -31
COC(=O)c1ccc(CC(C(=O)c2ccccc2)N(C)C)cc1 (stereo not given)
    2, -2.2, -1, -2, 0, 4, -1, -1, 20
CCN(CC)CCCN=C(C)c1c(O)n(-c2ccccc2)c(=O)[nH]c1=O
    4, 0.3, -22, -5, 1, 9, -2, 8, -1
Cc1ccc2nc(N3CCC(C(=O)N4CCC5(CC4)OCCO5)CC3)sc2c1
    0, -0.5, -5, -5, 2, -1, -1, 3, 21
COc1ccccc1N1CCN(Cc2ccccc2)CC1
    1, 0.2, -8, -19, 2, 3, 5, -1, 7
CN(C)c1ccc(/C=C2\C(=O)NC(=O)N(CCc3ccc(F)cc3)C2=O)cc1
    6, 8.2, -11, 10, 2, 5, -12, 16, -20

# The list goes on:
# Screens in order – M5 PAM, CRFBP-R2 agonist, CHRM4 antagonist, CHRM5 agonist, M4 ag, M1 PAM, M5 antag, M4 PAM, CRFR2-BP antag
O=C(CCCc1ccccc1)NCCc1cnc[nH]1
    -4, 5.2, -1, -4, 0, 6, 19, 3, -10
CC1CC(OP(O)(=S)c2ccc(N(C)C)cc2NC(=O)c2cccs2)CC(C)(C)C1 (stereo not given)
    0, -1.2, -3, -2, -1, 4, 3, -3, -5
CC[C@@H]1c2ccccc2[C@@H]2CC[C@H]1N2c1ccccc1
    -16, x, 12, -5, 0, x, 14, -11, x
O=C(NCc1cccnc1)Nc1ccccc1Cl
    4, -2.0, -3, -5, 0, 15, -8, 1, 1
Nc1ccccc1C(=O)OCCc1ccccc1
    -1, -1.1, -15, 0, -1, 3, 3, 9, 15
Cc1ccc(C(C)C)c(OCC(=O)N2CCN(Cc3nc4cc([N+](=O)[O-])ccc4n3C)CC2)c1
    -7, 2.2, 2, -2, -1, 11, 16, 7, -5
Oc1c(Br)cc(-c2ccccc2)cc1Br
    3, -1.6, 2, -5, 2, 0, 6, -4, 72*
Cc1ccc(Cn2nc(C(=O)Nc3ccc(Br)cc3)cc2C)cc1
    -13, 9.4, 11, 1, 5, -1, 20, -10, 5
C/C=C1\CN2[C@H]3C[C@@]45c6ccccc6N(C)[C@H]4[C@@H]2CC1C3[C@H]5O (stereo not given in full)
    -9, 0.5, -8, -3, 3, -1, 10, -5, -2
Cc1cccc(N2C(=O)CC(=O)NC2=O)c1
    5, 7.6, -11, -6, 0, 5, -2, 7, -1
CC1([N+](=O)[O-])COP(=O)(Nc2ccc(Cl)cc2)OC1 (stereo not given)
    -6, 1.2, -7, 5, 10, 0, 14, 0, 19
COc1cccc(OP(=O)(Nc2ccccc2)Oc2cccc(OC)c2)c1
    -12, 0.5, 17, 9, 17, -8, 16, -16, -2
NCCc1ccc(S(N)(=O)=O)cc1
    9, 0.2, -1, -1, 0, 7, 5, -3, -6
CN1CCN(c2ncnc3c2cnn3C)CC1
    -2, -0.4, 9, -3, 0, 9, 20, -1, -8
O=C1CC(N2CC=C(c3ccc(F)cc3)CC2)C(=O)N1c1ccc(F)cc1 (stereo not given)
    -1, 0.5, 1, 4, 0, 9, 1, 6, 8
O=C1NC(=O)N(Cc2ccco2)C(=O)/C1=C/C=C/c1ccco1
    -14, 3.4, -7, 4, 3, 5, 7, 2, -25
CN(C)CCSC1c2ccccc2CSc2ccccc21 (stereo not given)
    -32, 4.0, 98*, -21, 5, -27, 99*, -17, 1
